Source: PubChem (The Scripps Research Institute Molecular Screening Center)
MITF inh = MITF inhibitors, primary screen, biochemical, AlphaScreen, human. AlphaScreen MITF homodimerization, bead proximity signal. Microphthalmia-associated transcription factor (Homo sapiens), O75030. inhibition, % at 2.6 µM. 650,000 compounds, 0.91% hits; in the data active = inhibition above about 50%;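 also: 0% = vehicle wells with protein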
Target sequence (O75030 whole entry, looked up): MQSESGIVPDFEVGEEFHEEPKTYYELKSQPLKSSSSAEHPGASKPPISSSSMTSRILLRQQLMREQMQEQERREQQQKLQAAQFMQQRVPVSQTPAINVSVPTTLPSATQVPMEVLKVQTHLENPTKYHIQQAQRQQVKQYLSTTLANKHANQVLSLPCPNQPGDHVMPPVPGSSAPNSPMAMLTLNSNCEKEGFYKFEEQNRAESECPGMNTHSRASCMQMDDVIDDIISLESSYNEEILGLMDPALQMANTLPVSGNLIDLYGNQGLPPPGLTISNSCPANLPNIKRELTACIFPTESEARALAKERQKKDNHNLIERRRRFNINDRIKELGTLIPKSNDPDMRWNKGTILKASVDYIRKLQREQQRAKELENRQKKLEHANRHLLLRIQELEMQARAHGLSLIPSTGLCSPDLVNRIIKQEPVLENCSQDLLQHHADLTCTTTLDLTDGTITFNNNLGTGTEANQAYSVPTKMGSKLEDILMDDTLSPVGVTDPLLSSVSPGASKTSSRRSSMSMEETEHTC
GPR151 activ = activators of human GPR151, primary screen, cell-based, PathHunter beta-arrestin, luminescence; G-protein coupled receptor 151 (Homo sapiens), Q8TDV0; AID 1508602, 2020; 650,000 compounds, 1% hits; PathHunter beta-arrestin GPR151 cells; activation, % at 11.2 µM; in the data active = activation above about 4.9%;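 also: 0% = median of compound wells and 100% = cells with positive control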
Target sequence (Q8TDV0 whole entry, looked up): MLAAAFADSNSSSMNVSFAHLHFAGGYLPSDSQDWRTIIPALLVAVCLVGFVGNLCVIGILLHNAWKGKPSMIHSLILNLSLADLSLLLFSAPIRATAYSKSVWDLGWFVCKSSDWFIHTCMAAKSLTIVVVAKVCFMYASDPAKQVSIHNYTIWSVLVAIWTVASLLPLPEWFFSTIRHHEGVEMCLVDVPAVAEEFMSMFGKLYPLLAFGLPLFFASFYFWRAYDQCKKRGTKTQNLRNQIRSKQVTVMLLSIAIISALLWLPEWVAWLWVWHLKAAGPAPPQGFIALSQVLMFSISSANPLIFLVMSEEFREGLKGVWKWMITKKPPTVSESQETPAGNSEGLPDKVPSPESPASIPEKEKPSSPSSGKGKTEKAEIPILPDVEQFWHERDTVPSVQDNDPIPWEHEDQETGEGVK
TEAD-YAP inh = TEAD-YAP interaction inhibition, primary screen, TEAD-YAP interaction inhibitor project, luminescence, HEK-TIYL cells; inhibition, % at 9.12 µM; 640,000 compounds, 1.4% hits; TEAD-Gal4/YAP UAS-luciferase luminescence; in the data active = inhibition above about 32%;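 also: 0% = median of test compound wells and 100% = reference inhibitor wells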
FBW7 activator = FBW7 E3 ligase activators, primary screen, biochemical, AlphaScreen, human; F-box/WD repeat-containing protein 7 (Homo sapiens), Q969H0; AlphaScreen FBW7–phospho-cyclin E peptide binding, activator screen; normalized activity (activation), % at 26.1 µM; 650,000 compounds, 0.13% hits; AID 1259310, 2017; in the data active = normalized activity above about 1.9%;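 also: purified mutant Fbw7 with reduced substrate affinity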
An asterisk follows results filed as active.

What do the screens show for `Cc1ccccc1OC1=NS(=O)(=O)c2cc([N+](=O)[O-])ccc21`?
MITF inh: 11; GPR151 activ: 8.6*; TEAD-YAP inh: 9; FBW7 activator: 0.1

What do the screens show for `O=C(Nc1cccc(C(F)(F)F)c1)c1cnn2cccnc12`?
MITF inh: -5; GPR151 activ: -0.5; TEAD-YAP inh: -43; FBW7 activator: 0.0

Results for Cc1nn(C)c(C)c1-c1nc(NC2CC2)c2ncn(-c3ccsc3)c2n1 ?
MITF inh: 1; GPR151 activ: 2.1; TEAD-YAP inh: 40*; FBW7 activator: 0.0

Results for CCCCC(=O)Nc1c(-c2cccs2)nc2ccccn12 ?
MITF inh: -1; GPR151 activ: 0.8; TEAD-YAP inh: 1; FBW7 activator: -0.1

What do the screens show for `COc1ccc2c(c1)CCC1=C2Nc2nnnn2C1c1ccc(N2CCOCC2)cc1` (stereo unspecified)?
MITF inh: 11; GPR151 activ: -1.0; TEAD-YAP inh: -2; FBW7 activator: 0.0

What do the screens show for `CCOC(=O)c1c(NC(=O)C2CC(Cl)=CCC2C(=O)O)sc2c1CC(C)CC2` (stereo unspecified)?
MITF inh: 12; GPR151 activ: -0.1; TEAD-YAP inh: 11; FBW7 activator: 0.3

What do the screens show for `COc1ccc(C(=O)NCC(=O)Nc2cccc(C(F)(F)F)c2)cc1`?
MITF inh: 10; GPR151 activ: 0.9; TEAD-YAP inh: 14; FBW7 activator: 0.2

How did CCCCCOc1ccc(NC(=O)COc2ccc(CC)cc2)cc1 do in these assays?
MITF inh: 9; GPR151 activ: -0.2; TEAD-YAP inh: 1; FBW7 activator: 0.3

Results for CSc1ccccc1C(=O)Nc1ccc(S(=O)(=O)Nc2nccs2)cc1 ?
MITF inh: 3; GPR151 activ: -0.9; TEAD-YAP inh: 1; FBW7 activator: -0.3

How did CCOc1ccc2c(C)[nH]c(=O)cc2c1 do in these assays?
MITF inh: 9; GPR151 activ: -0.2; TEAD-YAP inh: -4; FBW7 activator: 0.8

What do the screens show for `COc1ccc(OC)c(NS(=O)(=O)c2ccc(NC(=O)COc3ccccc3)cc2)c1`?
MITF inh: 9; GPR151 activ: -0.8; TEAD-YAP inh: 0; FBW7 activator: -0.1

Results for O=C1CC(N2CCCCCC2)C(=O)N1c1ccc(N2C(=O)CC(N3CCCCCC3)C2=O)cc1 (stereo unspecified) ?
MITF inh: 17; GPR151 activ: 0.2; TEAD-YAP inh: 14; FBW7 activator: 0.8

What do the screens show for `O=C(C1CCCN1S(=O)(=O)c1ccc(Cl)s1)N1CCN(c2nc3ccccc3s2)CC1` (stereo unspecified)?
MITF inh: -13; GPR151 activ: -0.7; TEAD-YAP inh: -1; FBW7 activator: 0.1

What do the screens show for `CCOc1ccc(S(=O)(=O)N(CC)CC)cc1NS(=O)(=O)c1ccc(C#N)cc1`?
MITF inh: 13; GPR151 activ: -1.4; TEAD-YAP inh: 4; FBW7 activator: 0.4

Results for Cc1ccc(-n2ncc3c(=O)n(CC(=O)c4ccc(Cl)cc4)cnc32)cc1C ?
MITF inh: 10; GPR151 activ: -0.9; TEAD-YAP inh: 2; FBW7 activator: 0.0

What do the screens show for `Cc1cc(-c2ccccc2)nc2cc(C(=O)Nc3cccc(Cl)c3Cl)nn12`?
MITF inh: -14; GPR151 activ: 0.1; TEAD-YAP inh: 0; FBW7 activator: 0.1

How did COC(F)(C(=O)Nc1ccccc1C(C)C)C(F)(F)F (stereo unspecified) do in these assays?
MITF inh: 3; GPR151 activ: 0.0; TEAD-YAP inh: 1; FBW7 activator: 0.0

Results for Cc1cccc(C)c1N(C(=O)Cc1ccccc1)C(=O)C(c1ccccc1)N1CCOCC1 (stereo unspecified) ?
MITF inh: -6; GPR151 activ: -1.3; TEAD-YAP inh: 5; FBW7 activator: -0.2

What do the screens show for `CCOCCn1c(=NC(=O)C2=COCCO2)sc2cc(C)ccc21`?
MITF inh: -3; GPR151 activ: -1.1; TEAD-YAP inh: -20; FBW7 activator: 0.0

How did CCCNc1nc(Nc2ccccn2)nc2c1ncn2-c1ccsc1 do in these assays?
MITF inh: 9; GPR151 activ: -1.1; TEAD-YAP inh: 62*; FBW7 activator: 0.3

Next section; it opens with the 4 that closed the last part.
How did COC(F)(C(=O)Nc1ccccc1C(C)C)C(F)(F)F (stereo unspecified) do in these assays?
MITF inh: 3; GPR151 activ: 0.0; TEAD-YAP inh: 1; FBW7 activator: 0.0

Results for Cc1cccc(C)c1N(C(=O)Cc1ccccc1)C(=O)C(c1ccccc1)N1CCOCC1 (stereo unspecified) ?
MITF inh: -6; GPR151 activ: -1.3; TEAD-YAP inh: 5; FBW7 activator: -0.2

What do the screens show for `CCOCCn1c(=NC(=O)C2=COCCO2)sc2cc(C)ccc21`?
MITF inh: -3; GPR151 activ: -1.1; TEAD-YAP inh: -20; FBW7 activator: 0.0

How did CCCNc1nc(Nc2ccccn2)nc2c1ncn2-c1ccsc1 do in these assays?
MITF inh: 9; GPR151 activ: -1.1; TEAD-YAP inh: 62*; FBW7 activator: 0.3

What do the screens show for `NS(=O)(=O)c1ccc(CCNC(=O)CSc2nc3ccccc3c(=O)n2CCC(=O)N2CCCCC2)cc1`?
MITF inh: -12; GPR151 activ: 0.2; TEAD-YAP inh: 11; FBW7 activator: -0.1

Results for O=C(Nc1ccc2c(c1)OCO2)c1ccc(C2SCC(=O)N2Cc2ccco2)cc1 (stereo unspecified) ?
MITF inh: -2; GPR151 activ: 2.4; TEAD-YAP inh: -3; FBW7 activator: -0.3

Results for Cc1ccc(NC(=O)c2cc3c(=O)n(C)c(=O)n(C)c3s2)cc1F ?
MITF inh: 4; GPR151 activ: 0.4; TEAD-YAP inh: 5; FBW7 activator: 0.2

What do the screens show for `COc1ccc(C2(C(=O)N[C@H](Cn3nc(C4CC4)ccc3=O)C(C)C)CC2)cc1`?
MITF inh: -24; GPR151 activ: 0.9; TEAD-YAP inh: -2; FBW7 activator: 0.1

What do the screens show for `Fc1ccc(/C=N/Nc2nc3ccccc3s2)cc1`?
MITF inh: 3; GPR151 activ: 7.0*; TEAD-YAP inh: -64; FBW7 activator: 0.0

How did Cc1nc(N)sc1-c1csc(Nc2ccc(Br)cc2)n1 do in these assays?
MITF inh: 7; GPR151 activ: 1.1; TEAD-YAP inh: -22; FBW7 activator: -0.1

How did N#CC1=C(N)n2c(s/c(=C\c3ccncc3)c2=O)=C(C#N)C1c1ccncc1 (stereo unspecified) do in these assays?
MITF inh: 11; GPR151 activ: -0.9; TEAD-YAP inh: -5; FBW7 activator: 0.0

What do the screens show for `O=C(NCCCN1CCCC1=O)c1ccc2nc(NC3CCN(Cc4ccccc4)CC3)sc2c1`?
MITF inh: -7; GPR151 activ: 0.2; TEAD-YAP inh: -14; FBW7 activator: 0.0

What do the screens show for `COc1ccc(C)cc1NC(=O)C/C(C)=N/NC(=O)COc1ccc(Br)cc1`?
MITF inh: 12; GPR151 activ: 0.4; TEAD-YAP inh: 14; FBW7 activator: -0.2

Results for Cc1ccc(S(=O)(=O)Nc2ccccc2)cc1C(N)=O ?
MITF inh: 6; GPR151 activ: 0.2; TEAD-YAP inh: -7; FBW7 activator: 0.0

Retrieved one by one from the list above, two records:
What do the screens show for `COc1ccc(C)cc1NC(=O)C/C(C)=N/NC(=O)COc1ccc(Br)cc1`?
MITF inh: 12; GPR151 activ: 0.4; TEAD-YAP inh: 14; FBW7 activator: -0.2

Results for Cc1ccc(S(=O)(=O)Nc2ccccc2)cc1C(N)=O ?
MITF inh: 6; GPR151 activ: 0.2; TEAD-YAP inh: -7; FBW7 activator: 0.0

The list continues.
Results for COc1ccc(NS(=O)(=O)c2cc(C)ccc2OC)c(OC)c1 ?
MITF inh: 3; GPR151 activ: 0.2; TEAD-YAP inh: 9; FBW7 activator: 0.6

What do the screens show for `O=C1NC(=O)N(c2ccc(Cl)cc2)C(=O)/C1=C/c1ccc(O)c(Cl)c1`?
MITF inh: -9; GPR151 activ: 0.3; TEAD-YAP inh: -1; FBW7 activator: 0.1

How did CN1CCc2c1nc1ccccc1c2NC(=O)C12CC3CC(CC(C3)C1)C2 do in these assays?
MITF inh: 12; GPR151 activ: 0.9; TEAD-YAP inh: 2; FBW7 activator: 0.0

How did Fc1ccc(-c2[nH]ncc2CN2CCCC(N3CCOCC3)C2)cc1 (stereo unspecified) do in these assays?
MITF inh: -2; GPR151 activ: 0.8; TEAD-YAP inh: -2; FBW7 activator: 0.1

How did CCOC(=O)N1CCN(c2ccc(C(=O)c3cccc(F)c3)cc2)CC1 do in these assays?
MITF inh: 2; GPR151 activ: 0.7; TEAD-YAP inh: 5; FBW7 activator: 0.3

How did CCOC(=O)Cc1cn2c(=O)cc(CCl)nc2s1 do in these assays?
MITF inh: -11; GPR151 activ: -0.3; TEAD-YAP inh: -4; FBW7 activator: 0.1

Results for CCOC(=O)c1c(NC(=O)C(C)Sc2nnc(CNC(=O)c3cccs3)n2-c2cccc(Cl)c2)sc2c1CCC2 (stereo unspecified) ?
MITF inh: -4; GPR151 activ: -1.3; TEAD-YAP inh: 10; FBW7 activator: 0.1

Results for O=C(C1CC(Cc2ccccc2)=NO1)N1CCC(Oc2ccccc2F)CC1 (stereo unspecified) ?
MITF inh: 16; GPR151 activ: -0.2; TEAD-YAP inh: -31; FBW7 activator: 0.9

What do the screens show for `COc1ccc(C2NC(=O)C(=O)/C2=C(/O)c2ccc(Br)cc2)cc1OC` (stereo unspecified)?
MITF inh: 8; GPR151 activ: -1.6; TEAD-YAP inh: 5; FBW7 activator: 0.1

How did CCOc1ccc(-n2c(=S)[nH]c3ncccc3c2=O)cc1 do in these assays?
MITF inh: 7; GPR151 activ: 0.6; TEAD-YAP inh: -2; FBW7 activator: 0.0

What do the screens show for `CC(NC(=O)CSCc1cccs1)c1ccccc1` (stereo unspecified)?
MITF inh: 0; GPR151 activ: 2.1; TEAD-YAP inh: -38; FBW7 activator: 0.0

Results for COc1ccc(C(=O)NC(NCCC23CC4CC(CC(C4)C2)C3)(C(F)(F)F)C(F)(F)F)cc1 ?
MITF inh: -10; GPR151 activ: -1.0; TEAD-YAP inh: -2; FBW7 activator: 0.3

What do the screens show for `CCOc1cc(CN2CCC3(CC2)NC(=O)c2ccccc2O3)ccc1OC`?
MITF inh: -16; GPR151 activ: -1.3; TEAD-YAP inh: -4; FBW7 activator: -0.1

What do the screens show for `CCOC(=O)N1CCN(C(=O)CSc2nnc(-c3c[nH]c4ccccc34)n2CC)CC1`?
MITF inh: -13; GPR151 activ: -1.9; TEAD-YAP inh: 36*; FBW7 activator: 0.0

Results for N#Cc1cccc(CN2CCC(NCC3CC3)CC2)c1 ?
MITF inh: 5; GPR151 activ: 1.0; TEAD-YAP inh: -9; FBW7 activator: 0.2

What do the screens show for `COC(=O)CNC(=O)C1COc2ccccc2O1` (stereo unspecified)?
MITF inh: -9; GPR151 activ: -0.2; TEAD-YAP inh: -5; FBW7 activator: -0.2

What do the screens show for `CCC(=O)NC(=S)Nc1ccc(S(=O)(=O)Nc2cc(C)on2)cc1`?
MITF inh: 3; GPR151 activ: 0.5; TEAD-YAP inh: 6; FBW7 activator: 0.1

What do the screens show for `O=C(c1ccccc1F)N1CCN(CC(O)c2cccs2)CC1` (stereo unspecified)?
MITF inh: 0; GPR151 activ: 2.3; TEAD-YAP inh: -6; FBW7 activator: 0.2

What do the screens show for `Cc1ccccc1Oc1ccc(S(=O)(=O)N2CCCC2)cc1[N+](=O)[O-]`?
MITF inh: 8; GPR151 activ: -1.5; TEAD-YAP inh: -3; FBW7 activator: 0.0

How did CC(=O)c1c(C)[nH]c(C(=O)OCC(=O)Nc2ccc(Br)c(C)c2)c1C do in these assays?
MITF inh: 0; GPR151 activ: -0.6; TEAD-YAP inh: 11; FBW7 activator: 0.3

How did O=C(COc1ccc(N2CCCC2)nn1)NCCOc1cccnc1 do in these assays?
MITF inh: 11; GPR151 activ: 0.5; TEAD-YAP inh: -2; FBW7 activator: -0.1

Results for CCOC(=O)N1CCN(C(=O)Cn2ncc3ccccc32)CC1 ?
MITF inh: 0; GPR151 activ: -0.1; TEAD-YAP inh: 6; FBW7 activator: 1.1

How did O=c1c(-c2cccc(Br)c2)[n+]([O-])c2ccccc2n1O do in these assays?
MITF inh: -1; GPR151 activ: 1.8; TEAD-YAP inh: 3; FBW7 activator: 0.0

Results for COc1ccc(C(=O)NC(=S)NC(C)c2ccccc2)cc1 (stereo unspecified) ?
MITF inh: 12; GPR151 activ: -0.5; TEAD-YAP inh: -13; FBW7 activator: -0.2

What do the screens show for `CCOC(=O)Cn1c(-c2ccc(CC)cc2)csc1=Nc1ccccc1`?
MITF inh: 26; GPR151 activ: -0.6; TEAD-YAP inh: 11; FBW7 activator: 0.5

How did CCOC(=O)C1=C(c2cccs2)OC(N)=C(C#N)C1c1cccnc1 (stereo unspecified) do in these assays?
MITF inh: 1; GPR151 activ: 1.4; TEAD-YAP inh: 4; FBW7 activator: -0.1

What do the screens show for `CC(=O)Nc1ccc(C(=O)CSc2nc3ccccc3n2CC(=O)N2CCCC2)cc1`?
MITF inh: 13; GPR151 activ: -1.1; TEAD-YAP inh: 2; FBW7 activator: 0.8

What do the screens show for `COc1ccc(C)cc1NC(=O)NCc1ccccc1F`?
MITF inh: -10; GPR151 activ: -0.9; TEAD-YAP inh: -1; FBW7 activator: 0.0
